Source: PubChem
ROC1-CUL1 inh: inhibitors of human ROC1-CUL1 ubiquitin ligase activity | P62877+Q13616 | in vitro K48 di-Ub FRET, acceptor:donor ratio, 45 min | inhibition, % at 10 µM | 0.6% of 140,000 active | AID 1347404; in the data active = inhibition above about 25%
Target sequence (P62877 whole entry, looked up): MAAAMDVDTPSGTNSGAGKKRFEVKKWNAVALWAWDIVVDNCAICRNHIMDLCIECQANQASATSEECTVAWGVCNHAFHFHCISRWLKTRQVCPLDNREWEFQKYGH
Target sequence (Q13616 whole entry, looked up): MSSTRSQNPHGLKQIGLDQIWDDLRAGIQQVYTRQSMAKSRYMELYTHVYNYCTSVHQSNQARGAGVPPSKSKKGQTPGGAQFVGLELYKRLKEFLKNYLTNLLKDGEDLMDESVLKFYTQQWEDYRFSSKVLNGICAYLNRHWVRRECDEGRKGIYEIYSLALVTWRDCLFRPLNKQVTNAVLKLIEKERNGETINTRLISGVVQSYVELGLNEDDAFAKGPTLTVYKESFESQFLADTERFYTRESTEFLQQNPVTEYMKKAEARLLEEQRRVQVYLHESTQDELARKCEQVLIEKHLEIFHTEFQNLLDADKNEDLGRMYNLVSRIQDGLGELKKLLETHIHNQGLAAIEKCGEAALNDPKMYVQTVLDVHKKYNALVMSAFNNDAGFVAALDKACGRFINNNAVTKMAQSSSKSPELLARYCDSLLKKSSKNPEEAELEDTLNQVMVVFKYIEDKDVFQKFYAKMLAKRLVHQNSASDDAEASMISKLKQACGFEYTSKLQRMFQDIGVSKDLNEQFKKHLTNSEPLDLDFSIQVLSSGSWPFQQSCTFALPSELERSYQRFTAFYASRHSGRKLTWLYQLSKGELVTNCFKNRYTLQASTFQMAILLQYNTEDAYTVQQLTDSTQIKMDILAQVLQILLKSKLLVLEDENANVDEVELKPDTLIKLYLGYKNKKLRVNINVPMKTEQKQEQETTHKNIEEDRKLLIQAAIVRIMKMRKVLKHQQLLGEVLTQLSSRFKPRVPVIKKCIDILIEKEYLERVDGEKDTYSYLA
* marks the source's active call; other numbers are inactive results; & = joins results of further samples. These rows are one share of the data; the hit share may differ from the screen's.

SMILES	ROC1-CUL1 inh
COc1ccc(N2CC(C(=O)NCc3nnnn3-c3ccc(C)c(C)c3)CC2=O)cc1 (stereo not given)	1.4
O=C(C1CCC1)N1CCc2onc(-c3ccc(Cl)cc3)c2C1	-5.5
O=C(Nc1ccc2nn(-c3ccccc3)nc2c1)c1cc2ccccc2o1	9.1&3.9
Cc1ccc(S(=O)(=O)Nc2cc(Cl)c3oc4c(c3c2)C(=O)CC(C)(C)C4)cc1	-9.5
COC(=O)C(C)N1C(=O)S/C(=C/c2ccc(N3CCCC3)c(F)c2)C1=O (stereo not given)	2.3
COC(=O)C1C(C)=NC(C)=C(C(=O)OCCOC(=O)c2ccc(NC(C)=O)cc2)C1c1cccc([N+](=O)[O-])c1 (stereo not given)	-4.3
CC1(C)OC[C@H]2O[C@@H](Oc3cccc4ccccc34)[C@H](O)[C@@H](O)[C@@H]2O1	-1.9
CCn1c(C)c(C)c2cc(C(=O)N3CCN(c4cccc(C)c4C)CC3)ccc21	0.9
Cc1ccc(C)c(NC(=O)Nc2nnc(N(CC(C)C)CC(C)C)s2)c1	-3.5
O=[N+]([O-])c1ccccc1/C=N/NS(=O)(=O)c1ccc(Br)cc1	0.3
O=C(/C=C/N1CCN(c2cccc(C(F)(F)F)c2)CC1)c1ccc(Br)cc1	-5.8
OCc1ccc(CSc2ccccc2C(F)(F)F)cc1	10.6
CC(=O)N1CCCc2cc(S(=O)(=O)N3CCC(C(=O)Nc4c(C)cccc4C)CC3)ccc21	-10.2
N#CCc1nsc2ccccc12	3.9
Cc1ncsc1CCCNc1ccc(-c2nc(C3CC3)no2)cn1	3.1
CCCN1CCN(C(=O)c2cc(F)c(F)cc2Cl)CC1	-6.9
CCCCC(=O)NC(=S)Nc1cccc(-c2nc3cc(C)c(C)cc3o2)c1C	11.4
O=C(NCCN1CCCCC1)Nc1nnc(C(F)(F)F)s1	12.8
CC(=O)[C@@H]1[C@@H](c2ccsc2)C(C#N)(C#N)[C@H]2C=Cc3ccccc3N12	-0.7
CC(C)Oc1ccc(CNC(=O)c2ccc3c(c2)nc2n3CCCCC2)cc1	9.8
Cc1ccc(-n2c(SC(C)C)nc3sc4c(c3c2=O)C(C)CCC4)cc1 (stereo not given)	0.0
CCCOC(=O)c1ccc(NS(=O)(=O)c2ccccc2[N+](=O)[O-])cc1	6.0
Cc1cc2nc3c(=O)n(Cc4ccccc4)c(=O)[nH]c3nc2cc1N	9.2
Cc1c(C(=O)N(Cc2ccc(N(C)C)cc2)CC2CCCO2)oc2ccc(Cl)cc12 (stereo not given)	16.3
CC(C)CC(NC(=O)C(CC(C)C)NC(=O)C(Cc1ccccc1)NC(=O)OC(C)(C)C)C(N)=O (stereo not given)	8.4
CC(=O)c1ccc(C(=O)N2CCCC(CO)(Cc3ccc(F)cc3)C2)cc1 (stereo not given)	3.1
CN(CC(=O)c1c2c(cc3c1CCC3)CCC2)Cc1ccccc1	-8.7
COc1ccc(OC)c(NC(=O)NC(=O)C(F)(F)F)c1	5.4
COc1ccc(C(CC(=O)c2ccc(C)cc2)Sc2ccccc2NC(C)=O)cc1 (stereo not given)	-4.5
CC(=O)c1nn(-c2cccc(Cl)c2)cc1C(=O)c1cc2ccccc2oc1=O	6.9
Brc1ccc2[nH]c(-c3ccccc3)cc2c1	-1.6
Cc1sc(NC(=O)C2CC2)c(C(=O)OC(C)C)c1-c1ccc(F)cc1	-6.1
CN(C(=O)c1cccs1)C(Cc1ccccc1F)C1CCN(Cc2cccc3cccnc23)CC1 (stereo not given)	4.0
CCn1ccnc1CNC(=O)c1cc(COc2ccc3sc(C)nc3c2)on1	3.2
Cc1ccc(O/C=C2\OC(=O)c3ccccc32)cc1	16.0
CCOc1cc(/C=C2\SC(=N)N(c3ccc(F)cc3)C2=O)cc(Cl)c1O	1.6
CCOC(=O)C1(C#N)C(c2ccco2)C(OC)(OC)C1(OC)OC (stereo not given)	3.7
COc1ccc(NC(=O)CCn2c(=O)c3cccn3c3cccnc32)c(OC)c1	4.1
O=c1c(Cl)c[nH]c2ccncc12	0.1
COCCCN1C(=O)CC(CC(=O)N2CCC(OCc3ccccc3)CC2)(c2ccccc2)C1=O (stereo not given)	-10.1
Cc1ccc(NC(=O)CN(C)C2CCCCC2)cc1	-5.3
COc1ccc(C=Nc2ccc3[nH]ncc3c2)c(O)c1	-5.3
N#CC(C#N)=CC1C=NC(=O)C(C#N)C1=Nc1ccccc1 (stereo not given)	-7.3
Cc1cc(Cl)ccc1NC(=O)C1CCN(Cc2ccccc2)CC1	12.8
Cc1cc(N/N=C/c2ccccc2O)nc(-c2cc(Br)cc(Br)c2O)n1	0.7
CCCOc1ccc(C2C(C(=O)c3ccc(OC)c(OC)c3)C(=O)C(=O)N2Cc2cccnc2)cc1 (stereo not given)	-4.2
COc1ccc(/C=N\NC(=O)COC2CC(C)CC[C@H]2C(C)C)cc1 (stereo not given in full)	0.5
COc1ccccc1CNC(=O)CN1C(=O)COc2ccc(S(=O)(=O)NC3CCCC3)cc21	0.7
CN(C)c1nc(SCC#N)nc(N(C)C)n1	0.3
COc1ccc(NC(=O)C(Cc2c[nH]c3ccccc23)NC(=O)OC(C)(C)C)cc1 (stereo not given)	1.1
CCc1ccc(CNC(=O)c2cnc3sc4cc(OC)ccc4n3c2=O)cc1	7.3
COc1cccc(C2c3c(n[nH]c3C(C)(C)C)OC(=N)C2C#N)c1OC (stereo not given)	-1.3
O=C1Nc2ccccc2/C1=N\N=C1/CCCc2c1[nH]c1ccc(Cl)cc21	0.7
CCN(C(=O)Cn1c(=O)nc(-c2ccccc2)c2cc(Cl)ccc21)c1cccc(C)c1	-8.5
COc1ccccc1NC(=O)Cn1c(=O)n(CC(=O)NCc2ccccc2Cl)c(=O)c2sccc21	-3.3
CSC1=N/C(=C\c2ccccc2)C(=O)N1C	14.7
CCCn1c(CC(=O)O)nc2ccccc21	15.0
C=CCOc1ccc(C(=O)O)cc1	-3.0
CCOC(=O)C1=C(C)N=c2s/c(=C/c3cc(C)n(-c4ccc(C(=O)OCC)cc4)c3C)c(=O)n2C1c1ccc(OC)c2ccccc12 (stereo not given)	1.7
O=C(Cn1nnnc1CN1CCCC1)N1CCN(Cc2cccnc2)CC1	-9.2

(further entries)
SMILES	ROC1-CUL1 inh
CCc1cccc(C)c1NC(=O)C1CCN(S(=O)(=O)c2cc(Br)cc3c2N(C(C)=O)CC3)CC1	-3.8
COC(=O)N1CCN(S(=O)(=O)c2ccccc2)CC1	-2.4
O=C(NCCN1CCCC1)c1ccc(Br)cc1	7.4
C/C(=N\NC(=O)c1ccc(-c2ccccc2)cc1)c1ccc(N)cc1	2.1
CCOC(=O)C1(Cc2ccccc2)CCCN(S(=O)(=O)c2c(C)n[nH]c2C)C1 (stereo not given)	-2.5
COc1ccc(NC(=O)c2snnc2C)c(OC)c1	3.2
Clc1nc(-c2ccccc2)oc1-c1ccccc1	0.4
CC(=O)Nc1ccc([N+](=O)[O-])c2c1CCCC2	-5.2
Cc1cc(C)c(NC(=O)C(C)Oc2ccccc2C)c(C)c1 (stereo not given)	-7.8
COc1ccc(C(O)CCc2ccccc2O)cc1 (stereo not given)	7.0
O=c1c2oc3ccccc3c2n(Cc2ccccc2)c(=O)n1Cc1ccc2c(c1)OCO2	4.5
Cc1cc(/C=C2/SC(=O)N(Cc3ccccc3C#N)C2=O)c(C)n1-c1ccc(S(N)(=O)=O)cc1	6.2
c1cc(C2CCCCC2)ccc1-c1cnnc(N2CCOCC2)n1	1.3
Cn1nnnc1SCCCNCc1cc(Br)ccc1OCc1ccccc1	4.1
C=CCn1c(SCC(=O)c2ccc(OC)cc2)nc2sc3c(c2c1=O)CCC3	-3.1
c1ccc(CNc2nc(-c3cccnc3)cs2)cc1	7.5
CN(Cc1ccc(-c2nc(C3CCOCC3)cc(=O)[nH]2)cc1)Cc1cnccn1	2.5
CC1(C)Cc2cc(CNCC3(O)CCCN(CC4CCC4)C3=O)ccc2O1 (stereo not given)	-5.7
Cc1cc(C(=O)N2CCN(c3ccc(F)cc3)CC2)c(C)o1	1.4
c1ccc2c3c(c(CN4CCOCC4)cc2c1)COC3	-11.1
N#Cc1c(NC(=O)C(F)(F)F)sc2c1CCC2	-6.8
Cc1ccc(-c2noc(-c3ccc(N4CCCCC4C)c([N+](=O)[O-])c3)n2)cc1 (stereo not given)	-3.4
COc1ccccc1C(=O)Nc1ccccc1SCC1=Nc2ccccc2C(=O)C1	0.8
CCOC(=O)c1c(-c2ccccc2)csc1NC(=O)c1sc2cccc(Cl)c2c1Cl	-10.6
COc1ccc(N2CCN(c3nc4c([nH]3)c(=O)n(C)c(=O)n4C)CC2)cc1	-2.5
O=C1O[C@@H]2CN(Cc3ccc(CO)o3)C[C@@H]2N1CCc1ccc(F)cc1	6.5
CC(=O)N=C1Oc2c(cc(Cl)c3ccccc23)C(c2ccc(Cl)cc2)C1C#N (stereo not given)	10.0
COc1ccccc1OCCSc1nnc(C2CC2)n1-c1ccccc1	3.0
CCOC(=O)N1CCC(NC(=O)c2ccc3nc4ccccc4c(=O)n3c2)CC1	-0.6
COc1ccc(CC(=O)NCC(c2ccc(N(C)C)cc2)N2CCOCC2)cc1 (stereo not given)	-2.0
CCOC(=O)CN1C(C(=O)c2ccccc2)=C(OC(=O)C(C)(C)C)c2ccccc2S1(=O)=O	4.6
CN1C(=O)C(C2C(c3ccccc3)=NN=C(c3ccc(Cl)cc3Cl)N2O)C(=O)N(C)C1=O (stereo not given)	-11.4
CCC(=O)N1CCc2cc(S(=O)(=O)NCCC(=O)Nc3ccc(OC)c(Cl)c3)ccc21	12.3
CCn1c(=O)n(CC)c2cc(N3CCCCC3)c(NC(=O)Nc3cc(C)cc(C)c3)cc21	-5.8
COc1ccc(-c2nc3c(c(SCC(=O)N4CCCCC4)n2)Cc2cc(Cl)ccc2O3)cc1	-7.5
CC(=O)N1CCCN(C(=O)c2cn(Cc3cccc(Cl)c3)nn2)CC1	-2.9
CCn1cc2nc(SCc3cccc(OC)c3)n(Cc3ccc(Cl)cc3)c(=O)c2n1	-2.9
O=C(Cn1c(=O)n(Cc2ccccc2)c(=O)c2sc3ccccc3c21)NCc1ccccc1Cl	-3.3
Cc1cc(C)c(S(=O)(=O)NCCc2ccncc2)c(C)c1	2.6
COc1ccc(C2C(C(=O)c3ccccc3)C(=O)C(=O)N2CC(=O)O)c(OC)c1 (stereo not given)	-1.2
O=C(COC(=O)C1CC(=O)N(Cc2ccccc2)C1)c1ccc(OC(=O)c2cccs2)cc1 (stereo not given)	-2.6
Cc1cc(C)n(-c2nc(N/N=C/c3ccc(Cl)cc3)nc(Nc3ccc(Br)cc3)n2)n1	-2.8
Cc1ccc2oc(C(=O)N3CCCCC3CCCO)c(C)c2c1 (stereo not given)	-11.9
COc1ccc(C(=O)O/N=C2/c3ccccc3-c3nc4ccccc4nc32)cc1OC	-5.6
Cc1ccc(NC(=O)CSc2nc(-c3ccccc3)cs2)cc1Cl	3.9
Cc1ccccc1OCCC(=O)N/N=C/c1c(Cl)cccc1Cl	5.9
Cc1ccc(S(=O)(=O)c2cn(CC(=O)Nc3cccc(C)c3)c3cc4c(cc3c2=O)OCO4)cc1	0.2
O=C(CCN1Cc2ccccc2OC(c2ccccc2F)C1)NC(c1ccccc1)c1ccncc1 (stereo not given)	-0.9
CSCC(=O)N1CCCC(CCc2ccccc2)C1 (stereo not given)	7.9
CCCOc1ccccc1N=c1ssc2c1-c1ccccc1NC2(C)C	4.6
COc1ccc(Cl)c(Cn2c(NCCN)nc3c2c(=O)n(C)c(=O)n3C)c1	4.8
Oc1ccc(C=Nc2cccc3ccccc23)c(O)c1	-2.9
CCOC(=O)c1c(C)[nH]c(C)c1S(=O)(=O)NCC(=O)NCc1cccc(Br)c1	5.1
COc1cccc(NC(=O)c2sc(-n3nc(C)c(Cc4ccccc4Cl)c3C)nc2C)c1	11.2
Oc1ccc(/C=N/Nc2nc(-c3ccccc3)cc(-c3ccccc3O)n2)c(O)c1	1.4
O=C(Cn1nc(N2CCN(c3ccccc3)CC2)ccc1=O)NCc1cccc(Cl)c1	8.0
COc1ccc(Cl)cc1C(=O)Nc1cc(Cl)ccc1C(=O)O	14.8
Cc1oc(-c2cccc(NC(=O)c3ccccn3)c2)nc1CNC(=O)Cc1ccccc1Cl	-2.5
Cc1cc(-c2ccccc2)c(C#N)c(=O)n1C(=O)c1ccco1	3.4
O=C1CC(c2ccccc2)CC2=Nc3ccccc3N(C(=O)C(F)(F)F)C(c3cccs3)C12 (stereo not given)	17.4
COc1ccc(C(=O)Nc2nnc(COc3cccc4ccccc34)s2)cc1	-3.5
COc1ccc(C(=O)Nc2ccc3nc(SCC(=O)N4CCCc5ccccc54)sc3c2)cc1	-4.2

Rewritten bar-delimited: 16 of the compounds above.
compound | ROC1-CUL1 inh
Cc1ccc(S(=O)(=O)c2cn(CC(=O)Nc3cccc(C)c3)c3cc4c(cc3c2=O)OCO4)cc1 | 0.2
O=C(CCN1Cc2ccccc2OC(c2ccccc2F)C1)NC(c1ccccc1)c1ccncc1 (stereo not given) | -0.9
CSCC(=O)N1CCCC(CCc2ccccc2)C1 (stereo not given) | 7.9
CCCOc1ccccc1N=c1ssc2c1-c1ccccc1NC2(C)C | 4.6
COc1ccc(Cl)c(Cn2c(NCCN)nc3c2c(=O)n(C)c(=O)n3C)c1 | 4.8
Oc1ccc(C=Nc2cccc3ccccc23)c(O)c1 | -2.9
CCOC(=O)c1c(C)[nH]c(C)c1S(=O)(=O)NCC(=O)NCc1cccc(Br)c1 | 5.1
COc1cccc(NC(=O)c2sc(-n3nc(C)c(Cc4ccccc4Cl)c3C)nc2C)c1 | 11.2
Oc1ccc(/C=N/Nc2nc(-c3ccccc3)cc(-c3ccccc3O)n2)c(O)c1 | 1.4
O=C(Cn1nc(N2CCN(c3ccccc3)CC2)ccc1=O)NCc1cccc(Cl)c1 | 8.0
COc1ccc(Cl)cc1C(=O)Nc1cc(Cl)ccc1C(=O)O | 14.8
Cc1oc(-c2cccc(NC(=O)c3ccccn3)c2)nc1CNC(=O)Cc1ccccc1Cl | -2.5
Cc1cc(-c2ccccc2)c(C#N)c(=O)n1C(=O)c1ccco1 | 3.4
O=C1CC(c2ccccc2)CC2=Nc3ccccc3N(C(=O)C(F)(F)F)C(c3cccs3)C12 (stereo not given) | 17.4
COc1ccc(C(=O)Nc2nnc(COc3cccc4ccccc34)s2)cc1 | -3.5
COc1ccc(C(=O)Nc2ccc3nc(SCC(=O)N4CCCc5ccccc54)sc3c2)cc1 | -4.2
